ZTA counter – counter-screen for EBNA-1 inhibitors: inhibitors of Epstein-Barr virus ZTA | ZTA-DNA binding, fluorescence polarization | inhibition, % at 11 µM | actives 0.15% (n = 320,000); in the data active = inhibition above about 33%
Target sequence (P03206 whole entry, looked up): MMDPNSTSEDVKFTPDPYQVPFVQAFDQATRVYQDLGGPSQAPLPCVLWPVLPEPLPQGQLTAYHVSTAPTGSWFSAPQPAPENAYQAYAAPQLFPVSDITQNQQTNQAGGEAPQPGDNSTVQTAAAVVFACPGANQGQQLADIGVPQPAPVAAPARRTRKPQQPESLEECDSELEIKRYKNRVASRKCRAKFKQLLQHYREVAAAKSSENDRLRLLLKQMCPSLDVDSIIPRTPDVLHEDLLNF
core dimer inh – blocks dimerization of HCV core protein | TR-FRET GST/Flag-core106 dimerization, 1536-well | inhibition, % at 5 µM | actives 0.33% (n = 300,000);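 active = inhibition above the mean of all tested compounds plus 3 SD, set per screening campaign, cut at about 45% in these data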
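Assay system: tagged HCV core106 pair (GST and Flag); medium: KF-containing HEPES buffer, pH 7.45, DTT, CHAPS, BSA; also added: Eu donor and XL665 acceptor anti-tag antibodies; dosing: 5 µM single dose; timing: compound-protein-antibody incubation 4 h at 22.5 °C; signal: TR-FRET 671 and 617 nm emission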
TPT1 inh – C. albicans TPT1 enzyme inhibition | recombinant caTPT1, FP RNA substrate dephosphorylation | inhibition, % at 5 µM | AID 1962 | actives 0.81% (n = 300,000);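 active = inhibition above the mean of all tested compounds plus 3 SD, set per screening campaign, cut at about 24% in these data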;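 also: plate controls were DMSO alone for no effect and ferristatin control at 100 nM for full effect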
Fh CTSL1 inh – cathepsin L1 inhibition, PFM18AAP counter-screen. recombinant F. hepatica cathepsin L1, Z-Leu-Arg-MCA fluorescence. inhibition, % at 5.96 µM. actives 0.49% (n = 300,000). AID 1906;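 active = inhibition above the mean of all tested compounds plus 3 SD, set per screening campaign, cut at about 17% in these data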;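 also: 0% = plate median of test compound wells and 100% = 1 µM Z-Phe-Ala-diazomethylketone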
EBNA-1 inhibitor – blocks EBNA-1 binding to DNA. EBNA-1 DNA binding, fluorescence polarization. inhibition, % at 14.8 µM. actives 0.34% (n = 300,000); in the data active = inhibition above about 28%
CR mimetic SO – caloric restriction mimetics inhibiting age-related superoxide in yeast; actives 0.18% (n = 330,000); S. cerevisiae aged cells, superoxide DHE fluorescence; stronger effect = lower value; superoxide response (% of plate mean), % at 10 µM;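 active = superoxide response under a set limit, about three screen SD below normal, cut at about 65% in these data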;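 also: yeast aged for seven days with compound at 30 °C before DHE staining; 100% = average MFI of all compound-treated wells on the plate with controls excluded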
PP5 primary – PP5 (human) phosphatase inhibition. P53041. purified PP5c, OMFP substrate fluorescence. inhibition, % at 6.7 µM. actives 0.18% (n = 320,000). AID 1987;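 active = inhibition above the campaign's mean inhibition across all tested compounds plus 3 SD, cut at about 9.5% in these data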;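 also: 0% = DMSO only and 100% = 100 µM cantharidin control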
PP1 inh – counter-screen for PP5 inhibitors: inhibitors of human PP1-alpha | AID 2235 | inhibition, % at 6.7 µM | actives 0.9% (n = 320,000) | purified PP1alpha, OMFP fluorescence;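 active = inhibition above the mean inhibition of all tested compounds plus 3 SD, computed separately for each screening campaign, cut at about 15% in these data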
Target sequence (P62136 whole entry, looked up): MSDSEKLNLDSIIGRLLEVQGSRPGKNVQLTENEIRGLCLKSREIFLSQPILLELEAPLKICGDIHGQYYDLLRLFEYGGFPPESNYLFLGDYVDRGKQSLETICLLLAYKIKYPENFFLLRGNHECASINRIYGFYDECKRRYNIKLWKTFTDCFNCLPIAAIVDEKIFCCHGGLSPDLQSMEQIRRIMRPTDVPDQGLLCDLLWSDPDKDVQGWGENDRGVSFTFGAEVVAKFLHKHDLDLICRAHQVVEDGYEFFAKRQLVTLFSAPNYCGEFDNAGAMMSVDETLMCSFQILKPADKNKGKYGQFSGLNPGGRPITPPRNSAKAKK
JMJD2C inh – human JMJD2C demethylase inhibition. Q9H3R0. GST-JMJD2C(1-420) H3K9me3 demethylation, DELFIA europium. inhibition, % at 2.35 µM. actives 0.069% (n = 330,000). AID 2099;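 active = more than half of a compound's replicate wells show inhibition beyond 50%, single wells judged on their own value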;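 also: signal counts dimethyl H3K9 product captured on neutravidin plate; 0% = median of DMSO wells and 100% = 0.3 times that DMSO median; strong numbers were not always called active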
Target sequence (Q9H3R0 1-420 limits assumed): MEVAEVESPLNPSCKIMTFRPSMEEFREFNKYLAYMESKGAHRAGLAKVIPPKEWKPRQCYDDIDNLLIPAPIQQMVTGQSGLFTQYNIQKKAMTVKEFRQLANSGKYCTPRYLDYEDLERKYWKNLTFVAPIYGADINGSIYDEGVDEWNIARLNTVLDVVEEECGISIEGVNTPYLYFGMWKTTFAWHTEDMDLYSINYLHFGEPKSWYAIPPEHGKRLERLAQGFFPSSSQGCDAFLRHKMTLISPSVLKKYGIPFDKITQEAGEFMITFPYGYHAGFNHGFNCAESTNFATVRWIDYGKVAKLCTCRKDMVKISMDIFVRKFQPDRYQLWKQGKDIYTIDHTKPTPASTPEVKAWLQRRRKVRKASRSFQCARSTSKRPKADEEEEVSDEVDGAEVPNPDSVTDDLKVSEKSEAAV
Numbers without * were called inactive; & = joins results of further samples. Outcome played no part in choosing rows (roughly 3.1% active in at least one column).

COc1ccc(C2CC(C(F)(F)F)n3ncc(C(=O)NCC4CCCO4)c3N2)cc1OC (configuration not stated) was read as ZTA counter -15, core dimer inh -2, TPT1 inh 5, Fh CTSL1 inh 0, EBNA-1 inhibitor -15, CR mimetic SO 96, PP5 primary 4.2, PP1 inh -5 and JMJD2C inh -2.
For O=C(O)c1ccc(N=N/C(=N\Nc2ccc(C(=O)O)cc2)c2ccccc2)cc1 the results were ZTA counter 12, core dimer inh -25, TPT1 inh -1, Fh CTSL1 inh 3, EBNA-1 inhibitor 6, CR mimetic SO 99, PP5 primary -0.1, PP1 inh 3 and JMJD2C inh 1.
`O=C(CSc1nc(O)cc(=O)n1-c1ccccc1)Nc1ccc(Br)cn1` gave ZTA counter 14, core dimer inh 6, TPT1 inh 1, Fh CTSL1 inh 3, EBNA-1 inhibitor 15, CR mimetic SO 96, PP5 primary -1.0, PP1 inh 6 and JMJD2C inh 40.
COc1ccccc1N1CCN(C(=O)CSc2ccc3c(C)cc(C)nc3n2)CC1 was read as ZTA counter 5, core dimer inh 4, TPT1 inh 4, Fh CTSL1 inh 0, EBNA-1 inhibitor 1, CR mimetic SO 105, PP5 primary 1.8, PP1 inh 2 and JMJD2C inh 5.
COc1ccc(NC(=O)CCCCCN2C(=O)[C@@H]3Cc4ccccc4CN3C2=O)cc1Cl was read as ZTA counter -6, core dimer inh 4, TPT1 inh -4, Fh CTSL1 inh -1, EBNA-1 inhibitor -6, CR mimetic SO 97, PP5 primary 2.7, PP1 inh 1 and JMJD2C inh 9.
O=C(CSc1ncc(-c2ccc(F)cc2)[nH]1)N1CCCCC1 was read as ZTA counter -15, core dimer inh -6, TPT1 inh 0, Fh CTSL1 inh -2, EBNA-1 inhibitor -5, CR mimetic SO 92, PP5 primary -0.3, PP1 inh -2 and JMJD2C inh 8.
`Cc1cccc(NC(=O)c2cccc(C(=O)Nc3cccc(C)c3)c2)c1` gave ZTA counter -13, core dimer inh 10, TPT1 inh 0, Fh CTSL1 inh 5, EBNA-1 inhibitor -3, CR mimetic SO 98, PP5 primary 2.6, PP1 inh -2 and JMJD2C inh -15.
Screening Cc1[nH]nc2c1C(c1cccc(O)c1)C1=C(CC(C)(C)CC1=O)N2 (configuration not stated) returned ZTA counter 5, core dimer inh -2, TPT1 inh 1, Fh CTSL1 inh 4, EBNA-1 inhibitor -2, CR mimetic SO 100, PP5 primary 0.0, PP1 inh 2 and JMJD2C inh 2.
For CS(=O)(=O)c1ccc2nc(NC(=O)c3ccc(N4CCCC4=O)cc3)sc2c1 the results were ZTA counter -7, core dimer inh -1, TPT1 inh -4, Fh CTSL1 inh -2, EBNA-1 inhibitor 5, CR mimetic SO 98, PP5 primary -0.7, PP1 inh -1 and JMJD2C inh -3.
COc1ccc(CNC(=O)CN2CCN(C(c3ccccc3)c3ccccc3)CC2)cc1 was read as ZTA counter -7, core dimer inh 7, TPT1 inh -3, Fh CTSL1 inh 4, EBNA-1 inhibitor 4, CR mimetic SO 103, PP5 primary 0.7, PP1 inh -1 and JMJD2C inh 30.
N#Cc1ccccc1S(=O)(=O)N1CCN(c2ccc(S(=O)(=O)N3CCOCC3)cn2)CC1 was read as ZTA counter -8, core dimer inh -7, TPT1 inh 0, Fh CTSL1 inh 3, EBNA-1 inhibitor 3, CR mimetic SO 87, PP5 primary 1.6, PP1 inh 0 and JMJD2C inh -19&-4.
`O=C1NCCCCC1NS(=O)(=O)c1cccc(C(F)(F)F)c1` (configuration not stated) gave ZTA counter 5, core dimer inh 5, TPT1 inh -1, Fh CTSL1 inh -1, EBNA-1 inhibitor 8, CR mimetic SO 93, PP5 primary 0.4, PP1 inh -1 and JMJD2C inh -2.
For Cc1csc(NC(=O)c2ccc(N3CCCC3=O)cc2)n1 the results were ZTA counter -11, core dimer inh -4, TPT1 inh 1, Fh CTSL1 inh 0, EBNA-1 inhibitor -4, CR mimetic SO 89, PP5 primary 2.2, PP1 inh 2 and JMJD2C inh -3.
For CC(OC(=O)C1=COCCO1)C(=O)Nc1ccc(Cl)cn1 (configuration not stated) the results were ZTA counter -12, core dimer inh -6, TPT1 inh -1, Fh CTSL1 inh -19, EBNA-1 inhibitor 0, CR mimetic SO 91, PP5 primary -0.1, PP1 inh 0 and JMJD2C inh 4.
`O=c1oc2ccccc2c2c1nnn2CCO` gave ZTA counter 13, core dimer inh 2, TPT1 inh -6, Fh CTSL1 inh -1, EBNA-1 inhibitor -1, CR mimetic SO 99, PP5 primary -0.6, PP1 inh 1 and JMJD2C inh 6.
Screening C=CCn1c(SCc2nc3cc(C(F)(F)F)ccc3c(=O)[nH]2)nc2sc(CC)cc2c1=O returned ZTA counter -9, core dimer inh 2, TPT1 inh 7, Fh CTSL1 inh 5, EBNA-1 inhibitor 3, CR mimetic SO 86, PP5 primary 2.1, PP1 inh -2 and JMJD2C inh -1.
`O=C(Nc1ccc(Cl)cc1)Nc1ccc(Br)cn1` gave ZTA counter -11, core dimer inh -1, TPT1 inh 1, Fh CTSL1 inh 0, EBNA-1 inhibitor -8, CR mimetic SO 107, PP5 primary -1.3, PP1 inh -2 and JMJD2C inh 4.
For C=CCn1c(SCc2nc3sc(C(=O)O)c(C)c3c(=O)[nH]2)nnc1-c1ccc(C(C)(C)C)cc1 the results were ZTA counter 7, core dimer inh 11, TPT1 inh 6, Fh CTSL1 inh 11, EBNA-1 inhibitor -2, CR mimetic SO 73, PP5 primary 0.1, PP1 inh 4 and JMJD2C inh -2.
Screening Cc1cccc(NC(=O)Nc2c(C)[nH]c(=O)[nH]c2=O)c1C returned ZTA counter -2, core dimer inh -5, TPT1 inh -5, Fh CTSL1 inh -5, EBNA-1 inhibitor -8, CR mimetic SO 100, PP5 primary 1.9, PP1 inh -2 and JMJD2C inh 9.
Screening CN(C)c1ccc(/C=N/NC(=S)NCc2ccco2)cc1 returned ZTA counter -8, core dimer inh -15, TPT1 inh 0, Fh CTSL1 inh 4, EBNA-1 inhibitor -5, CR mimetic SO 83, PP5 primary 3.6, PP1 inh 3 and JMJD2C inh -5.

2 entries drawn at random from the list so far:
Screening CN(C)c1ccc(/C=N/NC(=S)NCc2ccco2)cc1 returned ZTA counter -8, core dimer inh -15, TPT1 inh 0, Fh CTSL1 inh 4, EBNA-1 inhibitor -5, CR mimetic SO 83, PP5 primary 3.6, PP1 inh 3 and JMJD2C inh -5.
Screening C=CCn1c(SCc2nc3cc(C(F)(F)F)ccc3c(=O)[nH]2)nc2sc(CC)cc2c1=O returned ZTA counter -9, core dimer inh 2, TPT1 inh 7, Fh CTSL1 inh 5, EBNA-1 inhibitor 3, CR mimetic SO 86, PP5 primary 2.1, PP1 inh -2 and JMJD2C inh -1.

Continuation:
`N=C1C(c2ccccc2)=C(O)CN1c1cccc(S(N)(=O)=O)c1` gave ZTA counter -12, core dimer inh -3, TPT1 inh -2, Fh CTSL1 inh -2, EBNA-1 inhibitor -4, CR mimetic SO 86, PP5 primary 3.1, PP1 inh -5 and JMJD2C inh -2.
O=C(Nc1ccccc1)c1cccc(N2C(=O)C3C4C=CC(C4)C3C2=O)c1 (configuration not stated) was read as ZTA counter 5, core dimer inh -2, TPT1 inh -1, Fh CTSL1 inh -2, EBNA-1 inhibitor -11, CR mimetic SO 106, PP5 primary 0.3, PP1 inh 0 and JMJD2C inh 2.
For CCOC(=O)N1CCN(S(=O)(=O)c2ccc(OCC)c(C)c2)CC1 the results were ZTA counter -20, core dimer inh 0, TPT1 inh -1, Fh CTSL1 inh -5, EBNA-1 inhibitor -9, CR mimetic SO 89, PP5 primary 1.2, PP1 inh 0 and JMJD2C inh -7.
For CCOc1cccc(CN2CCC(N3CCC(C(=O)NCC4CCCO4)CC3)CC2)c1 (configuration not stated) the results were ZTA counter 10, core dimer inh -3, TPT1 inh -1, Fh CTSL1 inh 1, EBNA-1 inhibitor 7, CR mimetic SO 95, PP5 primary -0.9, PP1 inh -4 and JMJD2C inh 8.
For CCCCCCCC(=O)OCC(O)CO (configuration not stated) the results were ZTA counter 12, core dimer inh 7, TPT1 inh -1, Fh CTSL1 inh -1, EBNA-1 inhibitor 7, CR mimetic SO 93, PP5 primary -2.4, PP1 inh -1 and JMJD2C inh -14.
Screening Nc1c(C(=O)NC2CCCCC2)nsc1C(=O)OCC(=O)NC1CCCCC1 returned ZTA counter 6, core dimer inh -1, TPT1 inh 3, Fh CTSL1 inh -3, EBNA-1 inhibitor -5, CR mimetic SO 123, PP5 primary 2.1, PP1 inh 1 and JMJD2C inh -6.
Screening O=C(NCc1ccccn1)Nc1cccc(Cl)c1 returned ZTA counter 0, core dimer inh 3, TPT1 inh -1, Fh CTSL1 inh -2, EBNA-1 inhibitor 10, CR mimetic SO 102, PP5 primary 1.0, PP1 inh 3 and JMJD2C inh -8.
For O=C(Nc1cccc(C(F)(F)F)c1)C(SCCO)c1ccccc1 (configuration not stated) the results were ZTA counter -4, core dimer inh -4, TPT1 inh 2, Fh CTSL1 inh -3, EBNA-1 inhibitor -2, CR mimetic SO 90, PP5 primary 4.1, PP1 inh 1 and JMJD2C inh 8.
`O=C1/C(=C/c2cccnc2)CCC/C1=C\c1cccnc1` gave ZTA counter 38*, core dimer inh 15, TPT1 inh 1, Fh CTSL1 inh -2, EBNA-1 inhibitor 8, CR mimetic SO 65*, PP5 primary 1.8, PP1 inh 5 and JMJD2C inh 0.
O=C(O)c1[nH]c2ccc(Cl)cc2c1CCN1C(=O)c2ccccc2C1=O was read as ZTA counter 8, core dimer inh 1, TPT1 inh 1, Fh CTSL1 inh 0, EBNA-1 inhibitor 9, CR mimetic SO 112, PP5 primary -1.7, PP1 inh -1 and JMJD2C inh 3.
O=C(NC1CC1)C1=C[C@H](c2ccc3c(c2)OCO3)C[C@H](OCc2ccc(CO)cc2)O1 was read as ZTA counter 0, core dimer inh 3, TPT1 inh -1, Fh CTSL1 inh 2, EBNA-1 inhibitor -2, CR mimetic SO 99, PP5 primary -1.6, PP1 inh -3 and JMJD2C inh -1.
`Cc1ccc(C)c(NC(=O)c2nnn(Cc3ccccc3C)c2N)c1` gave ZTA counter 1, core dimer inh -1, TPT1 inh 1, Fh CTSL1 inh 2, EBNA-1 inhibitor -1, CR mimetic SO 96, PP5 primary 0.5, PP1 inh 2 and JMJD2C inh -4.
`O=C(COc1cccc(F)c1)N1c2ccccc2Sc2ccccc21` gave ZTA counter 6, core dimer inh -4, TPT1 inh 2, Fh CTSL1 inh -5, EBNA-1 inhibitor -9, CR mimetic SO 93, PP5 primary 3.8, PP1 inh 3 and JMJD2C inh 0.
COc1cnc(SCCC(F)=C(F)F)[nH]c1=O was read as ZTA counter -13, core dimer inh 0, TPT1 inh -2, Fh CTSL1 inh -1, EBNA-1 inhibitor -7, CR mimetic SO 97, PP5 primary 0.8, PP1 inh -3 and JMJD2C inh 3.
For CSc1cc(-c2ccccc2)n(Cc2ccc(Cl)cc2Cl)c(=O)c1C#N the results were ZTA counter 11, core dimer inh -3, TPT1 inh -4, Fh CTSL1 inh -3, EBNA-1 inhibitor 11, CR mimetic SO 99, PP5 primary -1.9, PP1 inh -3 and JMJD2C inh -8.
Screening COC(=O)c1ccc2[nH]c(C(C)(C)O)c(C)c2c1 returned ZTA counter 7, core dimer inh -4, TPT1 inh 2, Fh CTSL1 inh 2, EBNA-1 inhibitor -2, CR mimetic SO 104, PP5 primary -0.2, PP1 inh -4 and JMJD2C inh 6.
Screening COc1ccccc1C1CCN(Cc2ccccc2Cl)CC1 returned ZTA counter -2, core dimer inh 9, TPT1 inh 0, Fh CTSL1 inh 7, EBNA-1 inhibitor -11, CR mimetic SO 101, PP5 primary 0.7, PP1 inh 2 and JMJD2C inh -1.
Screening Fc1ccc(-c2csc(-c3ccccn3)n2)cc1F returned ZTA counter 2, core dimer inh 6, TPT1 inh -2, Fh CTSL1 inh 1, EBNA-1 inhibitor 1, CR mimetic SO 101, PP5 primary 0.5, PP1 inh 1 and JMJD2C inh -3.

Compound activity from PubChem BioAssay.
